Screening data from PubChem BioAssay.
E-sel TNF inh = TNF alpha driven E-selectin expression inhibition. HUVEC TNFa-induced E-selectin immunofluorescence, high content. inhibition, % at 2 µM. 120,000 tested, 0.71% active. AID 1246;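 active = inhibition above the batch mean plus 3 SD, and confirmed as a hit on visual image review, cut at about 43% in these data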;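 note: 0% = TNF-stimulated DMSO wells and 100% = unstimulated control wells; not every result past the cut was called active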
An asterisk follows results filed as active.

No.	Molecule	E-sel TNF inh
1	CN1CCc2nc(NC(=O)COc3ccc(C#N)cc3)sc2C1	4.2
2	O=C(COC(=O)c1ccc(O)cc1)Nc1ncc(Cl)cc1Cl	-19.8
3	Cn1c(CCc2nc3ccccc3[nH]2)nnc1SCC#N	13.1
4	CC1=Nc2ccc(C)cc2/C1=C/c1c(N)n2oc(C)cc2nc1=O	29.4
5	COc1ccc(C(C)=O)cc1COC(=O)CCCN1C(=O)c2ccccc2C1=O	-6.9
6	Cc1ccccc1CSc1nc2[nH]ncc2c(=O)[nH]1	-17.1
7	COc1cc(C(=O)NC(CCSC)C(=O)OCc2cc([N+](=O)[O-])cc3c2OCOC3)cc(OC)c1OC (stereo not given)	1.1
8	COc1ccc2cc(Br)ccc2c1CC(=O)NC(C)C	-21.1
9	O=C(Cc1ccc(Cl)cc1Cl)NCC1(N2CCOCC2)CCCCC1	-15.6
10	CCN(CC)CCCN(Cc1cc2cc3c(cc2[nH]c1=O)OCO3)C(=S)Nc1ccc(OC)cc1	-1.9
11	CSc1ccccc1C(=O)NCC(c1ccco1)N1CCCCC1 (stereo not given)	-6.8
12	COc1cc(C(C2=C(O)CC(C)(C)CC2=O)C2C(=O)CC(C)(C)CC2=O)cc(OC)c1OC (stereo not given)	14.7
13	COc1cc(/C=N/N2CCOCC2)ccc1OC(=O)c1ccco1	-5.2
14	CC(=O)NC(CCCNC(=S)NC1CCCCC1)C(=O)O (stereo not given)	-22.1
15	O=C(Nc1ccc(C(=O)N2CCOCC2)cc1)Nc1ccc(Cl)cc1Cl	14.2
16	COc1ccccc1-n1c(-c2ccccc2)n[nH]c1=S	-6.9
17	CCC(C)NC(=S)N1CCN(Cc2ccc3c(c2)OCO3)CC1 (stereo not given)	8.3
18	COc1ccccc1CNC(=O)C(=O)Nc1nccs1	7.8
19	CC(C)[C@H](NC(N)=O)C(=O)NCCc1ccc(Cl)cc1	-1.0
20	O=C(Cc1c(F)cccc1Cl)NC1=NCCS1	-9.3
21	CN(C(=O)c1ccc(OC2CCN(CCc3ccccc3)CC2)cc1)C1CCCCC1	-30.7
22	N=c1n(Cc2ccccc2)c2ccccc2n1CC(O)COc1ccc(Cl)cc1Cl (stereo not given)	-4.5
23	Cc1cc(C)cc(S(=O)(=O)c2cnc3ccccc3n2)c1	-1.7
24	O=C(Nc1ccc(Oc2ccc(C(F)(F)F)cn2)c(Cl)c1)C1CC1	-26.1
25	CCOC(=O)/C(=N\Nc1ccccc1Cl)N(C)C1CCS(=O)(=O)C1 (stereo not given)	-28.0
26	COC(=O)c1c(-c2ccccc2Cl)noc1/C=C/N(C)C	1.2
27	O=C(Cn1cnnn1)Nc1cccc(S(=O)(=O)N2CCCCC2)c1	-38.1
28	COC(=O)CC1COc2ccccc2N1C(=O)c1ccc(Br)cc1 (stereo not given)	-27.1
29	C=CCNC(=O)/C(=C/c1ccc(Br)cc1)NC(=O)c1ccccc1OC	11.0
30	COc1ccc(/C=N/N2C(=O)C3C4C=CC(CC4)C3C2=O)c(OC)c1 (stereo not given)	-46.0
31	O=C(N/N=C/c1ccsc1)C1CC1	-17.3
32	Cn1cccc1/C=C1\Cc2ccccc2C1=O	-16.5
33	O=C(Cc1ccccc1)Nc1ccc(N2CCCCC2)cc1	-10.5
34	Cc1nn(CCOc2ccccc2)c(=O)n1-c1ccc(Cl)cc1	-19.7
35	CSCCCNC(=S)N(C)CC(=O)Nc1ccc(C)cc1	-6.2
36	O=C(CCn1c(=S)[nH]c2ccccc2c1=O)NCCSCc1ccccc1	-6.0
37	CC(CSc1nnnn1-c1ccccc1)Cn1c(N2CCN(C)CC2)nc2c1c(=O)[nH]c(=O)n2C (stereo not given)	8.8
38	Cc1cc(C)n2c(SCC(=O)Nc3ccc(F)cc3F)nnc2n1	21.5
39	CSCCC(C(=O)OC1CCOC1=O)N1C(=O)c2ccccc2C1=O (stereo not given)	-2.1
40	C=C1N(C)c2cc([N+](=O)[O-])c(N)cc2C1(C)C	-0.6
41	O=C(CCNC(=O)c1ccccc1Cl)Nc1nc2ccccc2s1	16.8
42	O=Cc1ccccc1OCCOc1ccc([N+](=O)[O-])cc1	-13.4
43	COc1cc(-c2nnc(SCC(=O)NC3CCS(=O)(=O)C3)o2)cc(OC)c1OC (stereo not given)	-4.0
44	CC(=O)C1=C(O)C(=O)OC1c1ccc(C)cc1 (stereo not given)	-10.4
45	COc1ccc(CC(=O)NCc2ccc3c(c2)cc(C)n3C)cc1	5.4
46	O=C(NC1CCCCC1)C(c1ccc(F)cc1)N(CCN1CCOCC1)C(=O)c1ccc(-c2ccccc2)[nH]1 (stereo not given)	-15.3
47	Cc1ccc(S(=O)(=O)NCCC(c2ccccc2)c2ccccc2)cc1C(=O)O	-12.7
48	CCS(=O)(=O)c1ccc(O)c(NC(=O)/C=C/c2ccccc2)c1	20.6
49	COc1ccc(Nc2cc(C(=O)N3CCc4ccccc4C3)c3ccccc3n2)c(OC)c1	31.3
50	Cc1ccc(NC(=O)NNC(=O)c2sccc2-n2cccc2)cc1	-37.7

Next compounds
No.	Molecule	E-sel TNF inh
51	CC(NC(=O)CCc1nnc(-c2ccccc2)o1)c1ccccc1 (stereo not given)	-19.2
52	CC(=O)CSc1nnc2c3ccccc3nc(C(C)(C)C)n12	1.5
53	COc1ccc(CCNC(=O)Nc2ccccc2[N+](=O)[O-])cc1	11.6
54	COc1ccc(CNC(=O)CCCn2nc([N+](=O)[O-])cc2C)cc1	-19.9
55	CCc1nnc(N/N=C/c2ccccc2F)n1N	-18.2
56	COCCNC(=S)N1CCC(NC(=O)C23CC4CC(CC(C4)C2)C3)CC1	4.1
57	C=CCn1ccc2c([N+](=O)[O-])cccc2c1=O	-11.6
58	O=C(OCc1cc(Cl)ccc1OC(F)F)c1cccnc1	12.9
59	O=C(Cc1cccs1)N1CCN(c2cccc(Cl)c2)CC1	18.6
60	O=c1[nH]c(CN2CCCC2)nc2sc3c(c12)CCC3	11.5
61	CC(=O)Nc1cccc(NC(=O)Nc2ccc(F)cc2F)c1	-11.7
62	C/C=C/c1ccc(OCC(O)CN2CCCCCCC2)c(OC)c1 (stereo not given)	-26.2
63	CC(=O)Oc1ccc(/C=C2\N=C(C3CCCCC3)OC2=O)cc1	-13.4
64	CCN1CCCC1CNCC(O)COc1ccc(C(C)(C)C)cc1C (stereo not given)	6.1
65	COc1cccc(NC(=O)CN(C)CC(=O)Nc2ccc(C)cc2Cl)c1	-32.1
66	COc1ccc(C(=O)NCCCN2CCOCC2)cc1S(=O)(=O)N1CCCc2ccccc21	-4.9
67	Cc1cccc(-n2cnc(C(=O)NNC(=S)Nc3ccccc3)c2)n1	-4.2
68	NS(=O)(=O)c1ccc(NC(=O)/C=C/c2ccccc2[N+](=O)[O-])cc1	-6.0
69	O=C(c1cc2ccccc2o1)N1CCC(N2CCC(C(=O)N3CCCC3)CC2)CC1	20.7
70	Cc1cc(NC(=O)CCSc2ccccc2)no1	-14.5

Four entries out of the list above, sorted by their value in E-sel TNF inh, falling.
No.	Molecule	E-sel TNF inh
64	CCN1CCCC1CNCC(O)COc1ccc(C(C)(C)C)cc1C (stereo not given)	6.1
66	COc1ccc(C(=O)NCCCN2CCOCC2)cc1S(=O)(=O)N1CCCc2ccccc21	-4.9
68	NS(=O)(=O)c1ccc(NC(=O)/C=C/c2ccccc2[N+](=O)[O-])cc1	-6.0
62	C/C=C/c1ccc(OCC(O)CN2CCCCCCC2)c(OC)c1 (stereo not given)	-26.2

Following part:
No.	Molecule	E-sel TNF inh
71	Cc1c(C(=O)Nc2cc(S(=O)(=O)N3CCOCC3)ccc2N2CCOCC2)oc2ccccc12	0.7
72	Cc1ccc(C(=O)NCC(=O)OC(C)C(=O)Nc2ccc(N(C)C)cc2)s1 (stereo not given)	-2.5
73	O=C(Cc1cccs1)Nc1ccc(-c2nnc(-c3ccco3)o2)cc1	27.1
74	O=C(COc1cccnc1[N+](=O)[O-])NCCc1ccc(Cl)cc1Cl	-9.2
75	Cc1ccc(C(=O)NC(=S)Nc2ccc(-c3ccc(CO)o3)cc2)cc1	-38.6
76	Cc1noc(C)c1/C=N/Nc1ccccn1	-19.7
77	NS(=O)(=O)c1ccc(CCNC(=O)C2CCN(S(=O)(=O)c3ccc(Br)s3)CC2)cc1	5.9
78	Cc1nn(C)c(C)c1Sc1ccccc1N	17.1
79	O=C(COc1c(CO)cc(Br)cc1CO)NC1CCCc2ccccc21 (stereo not given)	2.4
80	O=Cc1ccc(Oc2cccc(C(F)(F)F)c2)nc1	6.2
81	C(=N\Nc1ccc2ccccc2n1)/c1ccc2c(c1)OCCO2	-8.2
82	COc1cc(/C=N/Nc2ccc(Cl)c(C(=O)O)c2)ccc1OC(=O)c1cccs1	-7.1
83	CC(C)c1cccc(C(C)C)c1NC(=O)COC(=O)C1=COCCO1	-14.1
84	CS/C(=C\[N+](=O)[O-])Nc1ccc(C)cc1	18.1
85	CC(=O)N1CCN(c2ccc([N+](=O)[O-])cc2)CC1	3.2
86	Cc1ccc(N(C(=O)Cc2cccs2)C(C(=O)NCC2CCCO2)c2ccncc2)cc1 (stereo not given)	7.8
87	O=C(CN1CC(=O)Nc2ccccc21)Nc1ccc(F)c(F)c1	6.4
88	CCOc1ccccc1N(CC(=O)NCCOC)C(=O)CCC(=O)Nc1ccccn1	-16.6
89	COc1cccc(C(=O)OCC(=O)NCCc2ccccc2)c1OC	4.9
90	CCC(=O)Nc1cc(C(F)(F)F)ccc1N1CCCC1	8.0
91	CCC(=O)OCC(=O)Nc1cc([N+](=O)[O-])ccc1Cl	14.1
92	COc1ccc(-c2csc3nc(C(C)(C)C)oc(=O)c23)cc1OC	-22.6
93	COC(=O)Nc1ccc(S(=O)(=O)N2CCCC(C(=O)N3CCC(C)CC3)C2)cc1 (stereo not given)	-57.8
94	CCOC(=O)/C(C#N)=C/c1cc2ccccc2nc1N1CCCCC1	7.7
95	CCN(CC)CCNCC(O)(c1ccc(Cl)cc1)c1ccc(Cl)cc1	-0.8
96	CCCc1cc(-c2nc(N)ncc2-c2csc(C)n2)c(O)cc1OC	-20.3
97	COc1ccc(Cn2c(=O)[nH]c3cc(C(=O)NC4CCN(Cc5ccccc5)CC4)ccc32)cc1	-3.9
98	Cc1cc2ccccn2c1C(=O)Nc1ccc(Cl)cc1	-36.7
99	Cc1nnc(NC(=O)CSc2ccc(-c3ccco3)nn2)s1	-32.1
100	CC(CN1CCCCC1)OC(=O)CCc1ccccc1 (stereo not given)	-6.3
101	N/C(=N\OC(=O)Cc1ccc(-c2ccccc2)cc1)c1ccncc1	-25.9
102	O=C(CSc1nc2ccccc2[nH]1)NC1CCCC1	23.7
103	S=C(NCc1ccccc1)N1CCn2cccc2C1c1ccncc1 (stereo not given)	1.0
104	CCN(C(=N)N=C(N)N)c1ccccc1	51.8
105	O=S(=O)(Nc1ccccn1)c1cccc(S(=O)(=O)c2ccc(Cl)cc2)c1	-44.2
106	N#C/C(=C(/O)CSc1ncn[nH]1)c1nc2ccccc2[nH]1	-5.1
107	COc1ccc(NC(=O)CC23CC4CC(CC(C4)C2)C3)cn1	23.9
108	CCOP(=O)(OCC)c1nc(-c2ccccc2Cl)oc1N1CCOCC1	-6.3
109	COc1ccc(-c2nn(-c3ccccc3)cc2C(=O)N2c3ccc(C)cc3C3CN(C)CCC32)cc1 (stereo not given)	-4.9
110	CCN(CC)c1ccc(S(=O)(=O)N2CCOCC2)cc1NS(C)(=O)=O	17.8
111	O=C(O)c1cccc(CN2C(=O)SC(Nc3cccc4ccccc34)C2=O)c1 (stereo not given)	-6.4
112	CCc1nnc(NC(=O)CSc2nnc(Cc3cc(=O)[nH]c(=O)[nH]3)n2-c2cccc(OC)c2)s1	21.7
113	Cc1ccc(-n2ncc3c(=O)n(CC(=O)N4CCN(c5ccccc5)CC4)cnc32)cc1	-26.9
114	CCOc1ccccc1CN1CCN(CCCn2cccn2)CC1CCO (stereo not given)	-6.5
115	Cn1nnc2cc(C(=O)Nc3ccccc3)ccc21	0.1
116	COc1ccc(-c2cc(C(F)(F)F)n3ncc(C(=O)Nc4c(C)n(C)n(-c5ccccc5)c4=O)c3n2)cc1	2.1
117	CN=CC1=C(O)C(C(=O)OC)C(C)(C)CC1=O (stereo not given)	-24.1
118	CN(C)CC(C)(C)CNC(=O)c1cc(Br)cc(Br)c1O	0.1
119	O=C(CNS(=O)(=O)c1cccs1)NCc1ccccc1	-15.4
120	O=C(/C=C/c1ccco1)OCc1nnc(-c2ccccc2)o1	-20.0

Next section.
No.	Molecule	E-sel TNF inh
121	COc1ccc(/C=N/NC(=O)COc2cccc3cccnc23)cc1OC	-31.4
122	O=C(CSc1nnc(-c2ccncc2)n1-c1ccc(Cl)cc1)Nc1ccc(C(=O)O)cc1	-15.8
123	Cc1cc(C)c(C#N)c(SCC(=O)Nc2ccccc2C)n1	-6.7
124	COc1cc(OC)cc(C(=O)N[C@H](C(=O)Nc2ccc3c(c2)OCO3)C(C)C)c1	-17.4
125	O=C(CCc1nnc(CCCc2ccccc2)o1)NCCc1ccco1	-9.9
126	COCCCNC(=O)c1ccc(-c2csc(C)n2)cc1	-13.5
127	COCCN(C(=O)CSc1nnc(C)n1Cc1ccccc1)c1c(N)n(CC(C)C)c(=O)[nH]c1=O	-46.6
128	CCNC(=O)COC(=O)c1cc(C)n(-c2ccccc2)c1C	0.8
129	COC(=O)c1sccc1NC(=O)Cn1nnc(-c2ccccc2C)n1	-4.0
130	CCN1CCN(c2cc(=O)n(Cc3ccc(F)cc3)c(=O)[nH]2)CC1	-14.7
131	NC(N)=N/N=C/c1ccc(Br)cc1	0.0
132	CCOC(=O)c1cc2c(n(-c3ccc(Cl)cc3)c1=O)CCCC2=O	-0.2
133	COc1ccc2c(=O)c(-c3ccccc3)coc2c1	8.2
134	COCCN(C(=O)c1ccccc1OC)c1nnc(C)s1	-22.8
135	CC12CN3CC(C)(CN(C1)C3c1ccc3c(c1)OCO3)C2 (stereo not given)	-37.1
136	Cc1ccc(-c2nc(N)n(C(=O)c3ccco3)n2)cc1	-18.1
137	CC(=O)c1ccc2noc(-c3cccc(C)c3)c2c1	-9.2
138	Clc1cc2c(cc1/C=N/Nc1nc(N3CCOCC3)nc(N3CCOCC3)n1)OCO2	-6.0
139	CCN(CC)CCC(=O)NN	-36.7
140	CN(CCC1CCOCC1)C(=O)CC1C(=O)NCCN1C/C=C/c1ccccc1 (stereo not given)	4.3

An excerpt (hit frequency here may not be typical).
